A549 viability: A549 cytotoxicity, counter-screen for Nrf2 inhibitors; Potency, µM (doses to about 46 µM), for inactives: top-dose activity change, negative = cytotoxicity, usual class: inhibitors; A549 ARE-Fluc cells, CellTiter-Fluor viability, 18-24 h; hit rate 0.16% among 390,000; also: potency is read from the fitted curve at half-maximal effect; % is scaled to controls: 0 for no effect and ±100 for the full control effect
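A549 ARE_Fluc cells in 5% FBS OPTI-MEM were exposed to compounds in concentration-response for 18-24 h at 37 deg C. Viability was read by CellTiter-Fluor fluorescence (Ex 405/Em 525) after 30 min, before the luciferase read.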
Nrf2 ARE act: Nrf2 pathway activation; Potency, µM (titrated, usually from 46.1 µM), for inactives: at the top dose activation, actives largely listed as activators; hit rate 0.31% among 410,000; AREc32 ARE-luciferase reporter (MCF7-derived line), luminescence, 24 h; also: potency is read from the fitted curve at half-maximal effect; % of control where 0% means no effect; nearly all actives have a fitted effect of over 65% in size
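Quantitative high-throughput format: AREc32 reporter cells, 1000 per well, received compound by pin transfer and were incubated 24 hr at 37 deg C, 5% CO2, before Steady-Glo luminescence detection.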
ATXN viability: reduces viability in counter-screen for ATXN expression inhibitors | S2 cells (HEK-293 line with an ATXN2-luciferase reporter) viability, CellTiter-Fluor protease fluorescence, 24 h | hit rate 0.49% among 400,000 | Potency, µM (doses to about 56.7 µM), hits mostly cytotoxic | AID 651635; also: potency is read from the fitted curve at half-maximal effect; nearly all actives have a fitted effect of over 40% in size
HepG2 tox: kills HepG2 cells in TGF-b inhibitor counter-screen. HepG2 CAGA-GFP viability, ATP luminescence, 18 h. Potency, µM (series often up to 46.1 µM), inactives show at the highest dose activity change, negative = cytotoxicity, usual class: cytotoxic. hit rate 0.76% among 410,000. AID 588856; also: potency is read from the fitted curve at half-maximal effect; some results filed as inactive show a strong effect at the top dose
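CellTiter-Glo luminescence gave cytotoxicity after 18 hours at 37 degrees C. The cells were HepG2 CAGA-GFP in 1% FBS DMEM, stimulated with 500 pg/mL TGF-beta after compound addition. %Activity was normalised to no-cell wells (complete cell-killing) and DMSO (no toxicity), and curves were fitted and classified.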
EPAC2 agonist: activates human EPAC2 exchange factor; Potency, µM (series often up to 154 µM), for inactives: at the highest dose activation, usual class: activators; hit rate 0.079% among 360,000; AID 720711; EPAC2 activation, biochemical qHTS; response scale: 100% = 6.5 mM cAMP response; Q8WZA2; also: potency is read from the fitted curve at half-maximal effect; nearly all actives have a fitted effect of over 50% in size
Target sequence (Q8WZA2 whole entry, looked up): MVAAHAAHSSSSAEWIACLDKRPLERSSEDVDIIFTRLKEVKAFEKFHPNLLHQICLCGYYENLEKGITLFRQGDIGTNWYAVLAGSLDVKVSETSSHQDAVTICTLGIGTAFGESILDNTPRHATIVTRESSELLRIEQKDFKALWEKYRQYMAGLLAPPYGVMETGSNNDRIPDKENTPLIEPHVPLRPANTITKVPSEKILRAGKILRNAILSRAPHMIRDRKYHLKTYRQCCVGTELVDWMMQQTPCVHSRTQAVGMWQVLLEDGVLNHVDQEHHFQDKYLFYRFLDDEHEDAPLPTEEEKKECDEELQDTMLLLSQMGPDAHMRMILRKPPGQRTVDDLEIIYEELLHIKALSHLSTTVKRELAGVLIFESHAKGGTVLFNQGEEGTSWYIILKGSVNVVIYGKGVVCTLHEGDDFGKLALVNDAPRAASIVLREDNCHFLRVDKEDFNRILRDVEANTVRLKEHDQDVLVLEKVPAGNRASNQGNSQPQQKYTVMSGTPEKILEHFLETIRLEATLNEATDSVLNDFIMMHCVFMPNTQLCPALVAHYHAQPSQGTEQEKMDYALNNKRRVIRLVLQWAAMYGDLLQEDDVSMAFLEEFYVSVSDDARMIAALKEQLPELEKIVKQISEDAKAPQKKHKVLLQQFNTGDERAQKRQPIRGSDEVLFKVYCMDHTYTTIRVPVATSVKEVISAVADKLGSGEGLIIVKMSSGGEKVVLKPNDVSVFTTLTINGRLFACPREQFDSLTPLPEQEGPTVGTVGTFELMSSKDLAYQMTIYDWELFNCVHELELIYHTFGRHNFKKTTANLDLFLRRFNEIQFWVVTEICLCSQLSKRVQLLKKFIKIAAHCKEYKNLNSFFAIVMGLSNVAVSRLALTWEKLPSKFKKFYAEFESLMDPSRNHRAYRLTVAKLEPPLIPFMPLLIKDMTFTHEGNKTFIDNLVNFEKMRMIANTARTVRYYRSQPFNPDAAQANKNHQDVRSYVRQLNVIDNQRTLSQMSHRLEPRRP
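qHTS, titration series. 100 nM EPAC2 / 250 nM Rap1B-BODIPY-GDP / 50 uM GDP; RT; ex 480/em 540 nm, 5-min reads to 30 min. Norm. to 6.5 mM cAMP = activation.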
IL2 activator: IL-2 activation | hit rate 0.065% among 360,000 | IL-2 activation reporter assay, cell-based qHTS; stimulated with anti-CD3/CD4/CD28 beads; in transgenic mouse T cells | AID 652025 | activation, % (series mostly up to about 46 µM); in the data active = activation above about 50%; inconclusive = mostly about 30% to 49%; also: 0% is about no effect
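Unstimulated transgenic mouse T cells, 750 per well, received compound and, after 60 minutes, anti-CD3/anti-CD4 bead plus anti-CD28 stimulation. EGFP and DsRed were quantified after 18 hours.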
Nrf2 block: inhibitors of Nrf2 signaling. A549 ARE-Fluc reporter, luciferase luminescence, 18-24 h. Potency, µM (top dose mostly 46 µM), for inactives: at the highest dose activity change, negative = inhibition, most hits filed as inhibitors. hit rate 2.1% among 360,000. AID 504444; also: potency is read from the fitted curve at half-maximal effect; % is scaled to controls: 0 for no effect and ±100 for the full control effect; nearly all actives have a fitted effect of over 60% in size
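In this cell-based qHTS, ARE-driven firefly luciferase in A549 cells reports Nrf2 activity; the luminescent signal after BugLite lysis is the measured value, with a prior CellTiter-Fluor read for cell health.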
ATXN2 expr inh: ATXN2 expression inhibition; HEK-293 ATXN2-luciferase reporter, luminescence, 24 h; Potency, µM (highest dose often 57 µM), for the others: top-dose activity change, negative = inhibition, actives largely listed as inhibitors; hit rate 0.72% among 360,000; AID 1745845; also: potency is read from the fitted curve at half-maximal effect; % is scaled to controls: 0 for no effect and ±100 for the full control effect; nearly all actives have a fitted effect of over 55% in size
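ATXN2-luciferase reporter cells (luciferase flanked by upstream and downstream ATXN2 gene portions) were treated 24 h at 37 °C with compounds at up to 57 uM. SteadyGlo luminescence gave expression; GF-AFC fluorescence gave viability.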
TGFb inhibitor: blocks TGF-b signaling. HepG2 CAGA-GFP TGF-b/SMAD3 reporter, GFP fluorescence, 18 h; TGF-beta stimulated, 500 pg/mL final. Potency, µM (top dose mostly 46.1 µM), for inactives: top-dose activity, negative = inhibition, most hits filed as inhibitors. hit rate 1.2% among 410,000. AID 588855; also: potency is read from the fitted curve at half-maximal effect; % is scaled to controls: 0 for no effect and ±100 for the full control effect; nearly all actives have a fitted effect of over 65% in size
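Smad-responsive CAGA-GFP expression was quantified in HEPG2 cells exposed to compounds and 500 pg/mL final TGF-beta for 18 h at 37 degrees C; unstimulated wells defined full inhibition.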
Starred values were filed as active, the others as inactive; i = inactive; ? = inconclusive; nt = not tested or not shown; & = joins results of further samples; [ ] = dose if it differs, or a comment. Unless noted, calls follow the shape of the dose curve; as a rule, active = well fitted curve in the direction sought with a large enough effect; inconclusive = small, poorly fitted or top-dose-only effect, or another doubt; inactive = no such curve, though single readings can be large; an effect the other way counts as inactive or inconclusive. Not a hit list, and some 4.3% of all compounds hit somewhere here.

SMILES	A549 viability	Nrf2 ARE act	ATXN viability	HepG2 tox	EPAC2 agonist	IL2 activator	Nrf2 block	ATXN2 expr inh	TGFb inhibitor
CN1CCN(C(=O)C(C(=O)c2ccc(F)cc2)n2ccccc2=O)CC1 (stereo not given)	-2.2%	-0.7%	i	-1.4%	-0.8%	1.7	5.7%	201.4%[activator]	-6.8%
CCSC1=C(C#N)C2(CCCCC2)C(C#N)=C(N)N1	-1.7%	2.7%	i	8.0%	12.0%	-0.4	nt	9.8%	-4.6%
c1ccc2nc(-c3ccc(N4CCOCC4)cc3)ccc2c1	-2.8%	0.3%	i	-19.6%	0.4%	-3.7	?	3.55µM*	?
Cc1nnc(NC(=O)c2ccc(F)c(S(=O)(=O)N3CCOCC3)c2)s1	-3.0%	0.3%	?	-2.9%	3.6%	-0.9	-5.7%	7.0%	-2.3%
Cc1ccc(-c2nc3cccnc3s2)cc1NC(=O)C(C)C	-2.3%	3.6%	i	-0.9%	nt	nt	?	0.1%	22.1%
CN(C)c1ccnc2sc(C(=O)c3ccccc3)c(N)c12	-5.7%	10µM*	i	-27.3%	14.9%	-1.3	?	72.6%[activator]	?
CC(C)c1cc(NCc2ccccn2)n2c(nc3ccccc32)c1C#N	-1.3%	-0.3%	nt	-15.7%	2.1%	-0.2	-21.4%	-22.9%	-0.4%
Cc1ccc([N+](=O)[O-])cc1-c1ccc(/C=N/NC(=O)CN2CCOCC2)o1	8.4%	12.6µM*	i	-34.9%	2.2%	-0.2	-14.2%	-26.7%	0.0%
COc1cc(OC)cc(C(=O)N2CCN(C3CCC(C)CC3)CC2)c1 (stereo not given)	-0.1%	0.5%	i	5.7%	-5.1%	-1.7	12.1%	-6.9%	5.3%
CC(C)CNC(=S)NNC(=O)CC(C)O (stereo not given)	-4.7%	-0.3%	i	5.3%	10.3%	0.9	2.9%	-30.2%	6.0%
O=C(COC(=O)c1cc(S(=O)(=O)N2CCOCC2)ccc1F)NC1CC1	-0.8%	-0.3%	i	2.8%	2.6%	0.4	4.3%	-4.4%	-14.6%
Cc1ccc(-c2nc3cc(NC(=O)Cc4ccc(Cl)cc4)ccc3o2)cc1	-4.6%	-0.2%	i	-0.7%	nt	nt	-12.0%	-11.6%	-3.4%

Only ATXN viability, for some of the entries so far:
SMILES	ATXN viability
CN1CCN(C(=O)C(C(=O)c2ccc(F)cc2)n2ccccc2=O)CC1 (stereo not given)	i
CCSC1=C(C#N)C2(CCCCC2)C(C#N)=C(N)N1	i

Next part
SMILES	A549 viability	Nrf2 ARE act	ATXN viability	HepG2 tox	EPAC2 agonist	IL2 activator	Nrf2 block	ATXN2 expr inh	TGFb inhibitor
CN1CCN(C(=O)CCC(=O)c2ccc(F)cc2)CC1	8.1%	1.5%	i	-1.5%	10.0%	-0.3	?	16.4%	5.0%
COc1cc(C(=O)N2CCN(C(=O)C(Cc3cc(C)ccc3C)NC(C)=O)CC2)cc(OC)c1OC (stereo not given)	-2.7%	-0.3%	i	5.3%	5.8%	-1.7	3.3%	1.4%	-19.8%
CCOC(=O)C1=C(C#N)C(C(=O)OCC)c2ncccc21 (stereo not given)	nt	0.7%	nt	-34.9%	-4.6%	-1.2	nt	nt	-3.2%
CCN(CC)C(=O)c1ccc2sc([C@H]3C[C@H](O)[C@@H](CO)O3)nc2c1	nt	0.7%	i	1.6%	15.0%	-0.7	nt	8.8%	2.5%
CC(C)=C1C2CCC1C1C(=O)N(c3ccc4c(c3)OCO4)C(=O)C21 (stereo not given)	-3.5%	-0.5%	i	-8.3%	4.1%	0.0	4.9%	4.6%	-9.2%
CC(C)c1ccc(NC(=O)CN2C(=O)COc3ccc(S(=O)(=O)N4CCOCC4)cc32)cc1	-17.7%&12.0%	-1.1%&-0.2%	i	-5.5%&9.7%	3.4%	0.9	?	nt	?
COC(=O)CNC(=O)c1ccc(C)s1	-1.2%	0.4%	i	3.4%	0.4%	0.0	-8.8%	-4.2%	34.5%
Cc1ccc(CNC(=O)CCC2CCCN(Cc3ccc4cccc(F)c4n3)C2)o1 (stereo not given)	-0.1%	3.9%	i	7.9%	6.7%	3.1	-5.9%	-24.1%[11.3 µM]	5.3%
CCN(CC)CCNC(=O)C1CCN(c2cc(C)nc3c(-c4ccc(Cl)cc4)c(C)nn23)CC1	4.4%	3.2%	i	-15.3%	nt	nt	17.8%	-11.3%	-10.9%
COc1cccc(CNC(=O)c2ccc3c(c2)c(C)c(C)n3Cc2ccccc2)c1	-5.5%	8.0%	nt	-64.8%	nt	nt	?	nt	-21.9%
CCOc1ccc(CCNC(=O)c2c(C)oc3ncn(CC(C)C)c(=O)c23)cc1OCC	-1.9%	0.7%	i	-24.9%	nt	nt	25.3%	4.7%	-8.6%
O=C(CN1CCN(C(=O)c2ccco2)CC1)Nc1cc(S(=O)(=O)N2CCCC2)ccc1Cl	nt	-0.1%	i	-13.8%	6.4%	-3.1	nt	nt	10.5%
Cn1nc([N+](=O)[O-])c2c(-c3nc4ccccc4s3)c(N)n(C3CCCCC3)c2c1=O	-7.9%	0.3%	i	10.1%	-2.3%	-2.3	-0.4%	-4.4%	-16.0%
NC(=O)CCN(C1CCCCC1)S(=O)(=O)c1cccc2nsnc12	-2.3%	0.2%	i	7.3%	-2.8%	4.5	1.8%	-3.7%	16.2%
COc1ccc(CCNC(=O)c2ccc(OCC(=O)N3CCOCC3)c(OC)c2)cc1	-9.6%	0.3%	i	-9.3%	3.2%	-2.4	-7.3%	-2.5%	-12.8%
CCc1nn2cc(C(=O)c3cc(C)ccc3O)cnc2c1-c1ccc(F)cc1	-11.4%	0.1%	i	4.5%	0.8%	0.1	-10.0%	-10.6%	?
COc1cccc2c1cc1c(=O)n(CC(=O)N3CCN(c4ccc(F)cc4)CC3)nc(C)n12	3.2%	0.0%	nt	-5.3%	nt	nt	10.0%	nt	-18.3%
O=C(NCc1cccs1)c1nn(-c2ccccc2F)nc1CO	-2.5%	-0.8%	nt	-19.9%	nt	nt	?	nt	0.0%
C[C@H](CO)N1C[C@H](C)[C@H](CN(C)CC2CCCCC2)Oc2ccc(NS(=O)(=O)c3ccc(F)cc3)cc2CC1=O	-18.2%	-0.1%	28.2µM*	-105.0%	-12.6%	-0.2	?	?	?
CN(CC(=O)NCCc1ccc(S(N)(=O)=O)cc1)Cc1ccc(Cl)cc1Cl	-6.2%	0.3%	i	-33.9%	-0.8%	-3.1	18.4µM*	-26.6%	?
CCOC(=O)/C=C1\NC(C)(C)Cc2cc(OC)c(OC)cc21	3.6%	0.5%	i	-23.0%	4.6%	0.7	-28.0%	4.6%	-7.6%
CCn1c(CCNC(=O)c2cccs2)nnc1SCC(=O)c1ccc(OC)cc1	3.8%	-0.5%	i	0.0%	0.8%	-2.0	nt	-9.0%	10.3%
COc1ccc(Cl)cc1NC(=O)CN1C(=O)NC(C)(Cc2ccc(OC)c(OC)c2)C1=O (stereo not given)	1.9%	0.1%	nt	-14.6%	2.0%	1.4	2.0%	nt	1.0%
CCN1CCN(C(=O)CCN2C(=O)COc3ccc(C)cc32)CC1	1.5%	-0.7%	nt	-6.4%	5.9%	-0.1	0.9%	nt	22.3%
COc1nc(N2CCOCC2)nc(-n2cccc2)n1	2.2%	0.7%	i	-34.3%	-0.9%	-1.4	-23.1%	-1.2%	15.5%
CC(C)C[C@@H](CSc1ccc(Br)cc1)N1CCN(CC(C)C)CCC1=O	-3.6%	11.3%	?	-9.5%	3.1%	-0.5	?	14.1%	-19.5%
Nc1ncnc2c1ncn2[C@@H]1O[C@H](CNCC#Cc2ccccc2)[C@@H](O)[C@H]1O	4.0%	3.6%	i	-22.9%	2.2%	-0.5	-14.4%	-18.7%	13.5%
NC(=O)CC(NC(=O)c1ccccc1)c1ccc(NCCN2CCOCC2)c([N+](=O)[O-])c1 (stereo not given)	2.2%	-1.1%	i	-11.6%	8.1%	-1.2	1.8%	4.8%	3.0%
CN1CCN(C(CNC(=O)C(=O)NC2CCCC2)c2ccc(F)cc2)CC1 (stereo not given)	0.3%	0.3%	i	-3.3%	-2.5%	-0.3	14.4%	-3.2%	4.4%
O=C(c1cc(=O)[nH]c2ccccc12)N1CCc2ccccc2C1	2.3%	0.6%	i	3.7%	0.6%	-0.5	1.6%	-7.0%	27.5%
COc1ccccc1NC(=O)c1cccc(N2C(=O)C3C4C=CC(C4)C3C2=O)c1 (stereo not given)	-7.7%	-0.1%	i	-7.5%	8.0%	-1.3	-5.1%	5.4%	-4.9%
O=C(c1ccc(Cl)c([N+](=O)[O-])c1)N1CCN(S(=O)(=O)c2ccc(Cl)cc2)CC1	-9.4%	0.4%	i	-15.2%	-14.3%	-0.8	?	-5.9%	10µM*
CC12CC(NC(=O)N1c1cccc(C(=O)N3CCN(c4ccccc4)CC3)c1)c1ccccc1O2 (stereo not given)	-11.5%	-0.5%	i	-22.0%	-7.0%	-2.4	-34.1%	6.3%	-7.6%
CCCCOc1ccc(-c2cnc3ccccc3n2)cc1	-1.0%	-1.3%	i	-9.3%	2.2%	-2.8	?	27.3%	-0.6%
CCCCn1c(N)c(N(CC(C)C)C(=O)c2ccc(S(=O)(=O)N3CCC(C)CC3)cc2)c(=O)[nH]c1=O	0.2%	0.0%	i	-2.4%	-3.4%	-2.3	-0.6%	4.2%	0.0%
COC(=O)c1ccc(NC(=O)CSc2nc3ccc(OC)cc3[nH]2)cc1	-4.4%	5.6%	i	-16.3%	nt	nt	-5.2%	-18.3%	0.4%
O=C(Nc1nccs1)c1csc([C@H]2C[C@H](O)[C@@H](CO)O2)n1	nt	-0.2%	i	0.2%	2.7%	0.1	nt	11.9%	24.9%
O=C(CSc1nnc2ccccn12)NNC(=O)c1ccccc1F	1.8%	0.0%	i	-6.3%	-0.6%	-0.4	3.0%	2.4%	8.1%

Screening results deposited in PubChem by National Center for Advancing Translational Sciences (NCATS).
